High-throughput results deposited in PubChem by The Scripps Research Institute Molecular Screening Center.
HCV core dimer = HCV core protein dimerization inhibition; TR-FRET GST/Flag-core106 dimerization, 1536-well; AID 1899; inhibition, % at 5 µM; 300,000 tested, 0.33% active;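 active means inhibition above the mean of all tested compounds plus 3 SD, set per screening campaign, cut at about 45% in these data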
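test system = GST/Flag-tagged HCV core106 proteins | probe or stimulus = Eu donor and XL665 acceptor anti-tag antibodies | times = compound-protein-antibody incubation 4 h at 22.5 °C | signal = TR-FRET, excitation 340 nm, emission 617 and 671 nm | measure = percent inhibition of core106 dimerization signal | controls = wells lacking GST-core106 and wells with excess unlabelled core106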
PAFAH2 inh = inhibitors of human PAFAH2; AID 492956; inhibition, % at 3.39 µM; recombinant PAFAH2, FP-rhodamine activity probe, fluorescence polarization; Q99487; 340,000 tested, 0.99% active;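 active means inhibition above the mean over all tested compounds plus 3 SD, cut at about 30% in these data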;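 further: inhibitors block probe labeling of enzyme so polarization drops; 0% = enzyme with DMSO and 100% = wells lacking PAFAH2 protein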
procasp7 counter = counter-screen: procaspase-7 (human) activation | P55210 | recombinant procaspase-7, Ac-DEVD-pNA absorbance 405 nm; D23A/D198A/D206A triple mutant, cannot self-cleave; scale: DMSO 0, 5 µM enzyme 100 | activation, % at 8.5 µM | 330,000 tested, 0.093% active | AID 463210;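 active means percent activation above the screen-wide mean plus 3 SD, cut at about 25% in these data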
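Assay system: Uncleavable procaspase-7 mutant enzyme | Input: 2 µM procaspase-7 mutant as dispensed | Timing: 1 h compound preincubation, 2 h substrate cleavage, 25 °C | Repeats: One well per compound | Control set: DMSO wells as 0%, DMSO with 5 µM added PC-7 as 100% | Technique: Epi-absorbance of released pNA at 405 nm, two timepoints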
PP1 counter = PP1-alpha (human) inhibition in PP5 counter-screen; P62136; purified PP1alpha, OMFP fluorescence; inhibition, % at 6.7 µM; 320,000 tested, 0.9% active;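 active means inhibition above the mean inhibition of all tested compounds plus 3 SD, computed separately for each screening campaign, cut at about 15% in these data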
Target sequence (P62136 whole entry, looked up): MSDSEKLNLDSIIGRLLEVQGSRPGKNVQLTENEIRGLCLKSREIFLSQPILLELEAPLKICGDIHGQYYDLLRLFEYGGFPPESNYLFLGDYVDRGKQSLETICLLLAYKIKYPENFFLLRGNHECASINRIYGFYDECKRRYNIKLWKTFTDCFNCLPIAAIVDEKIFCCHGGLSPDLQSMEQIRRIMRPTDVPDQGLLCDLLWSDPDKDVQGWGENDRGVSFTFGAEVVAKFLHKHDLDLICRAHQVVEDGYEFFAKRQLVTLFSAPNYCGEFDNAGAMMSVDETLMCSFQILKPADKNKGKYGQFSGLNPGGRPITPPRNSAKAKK
CTSL1 counter = cathepsin L1 inhibition, PFM18AAP counter-screen; recombinant F. hepatica cathepsin L1, Z-Leu-Arg-MCA fluorescence; inhibition, % at 5.96 µM; 300,000 tested, 0.49% active;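 active means inhibition above the mean of all tested compounds plus 3 SD, set per screening campaign, cut at about 17% in these data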;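 further: 0% = plate median of test compound wells and 100% = 1 µM Z-Phe-Ala-diazomethylketone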
TPT1 inhibitor = inhibitors of Candida albicans tRNA 2'-phosphotransferase TPT1 | recombinant caTPT1, FP RNA substrate dephosphorylation | inhibition, % at 5 µM | 300,000 tested, 0.81% active;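 active means inhibition above the mean of all tested compounds plus 3 SD, set per screening campaign, cut at about 24% in these data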;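 further: plate controls were DMSO alone for no effect and ferristatin control at 100 nM for full effect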
procasp3 activ = procaspase-3 (human) activation | P42574 | recombinant procaspase-3 D3A, Ac-DEVD-pNA absorbance 405 nm | activation, % at 8.5 µM | 330,000 tested, 0.11% active;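 active means activation above the mean of all tested compounds plus 3 SD, cut at about 21% in these data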;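 further: 0% = DMSO alone and 100% = DMSO wells spiked with extra 5 µM PC-3 D3A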
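System: Procaspase-3 D3A mutant. Medium: Zinc-free 300 mM NaCl, 50 mM HEPES, 0.01% Triton X-100. Schedule: 1 h preincubation plus 2 h reaction at 25 °C. Measured by: 405 nm absorbance of p-nitroaniline, reads at 0 and 120 min. Read-out: percent activation relative to control range.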
AHR act = activators of human aryl hydrocarbon receptor. AHR-responsive luciferase reporter cells, luminescence. AID 2796. activation, % at 5 µM. 320,000 tested, 2.5% active. P35869; in the data active means activation above about 47%;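 further: 0% = vehicle wells and 100% = reference agonist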
PP5 primary = inhibitors of human protein phosphatase 5 (PP5); P53041; purified PP5c, OMFP substrate fluorescence; inhibition, % at 6.7 µM; 320,000 tested, 0.18% active; AID 1987;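 active means inhibition above the campaign's mean inhibition across all tested compounds plus 3 SD, cut at about 9.5% in these data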;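 further: 0% = DMSO only and 100% = 100 µM cantharidin control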
Target sequence (P53041 whole entry, looked up): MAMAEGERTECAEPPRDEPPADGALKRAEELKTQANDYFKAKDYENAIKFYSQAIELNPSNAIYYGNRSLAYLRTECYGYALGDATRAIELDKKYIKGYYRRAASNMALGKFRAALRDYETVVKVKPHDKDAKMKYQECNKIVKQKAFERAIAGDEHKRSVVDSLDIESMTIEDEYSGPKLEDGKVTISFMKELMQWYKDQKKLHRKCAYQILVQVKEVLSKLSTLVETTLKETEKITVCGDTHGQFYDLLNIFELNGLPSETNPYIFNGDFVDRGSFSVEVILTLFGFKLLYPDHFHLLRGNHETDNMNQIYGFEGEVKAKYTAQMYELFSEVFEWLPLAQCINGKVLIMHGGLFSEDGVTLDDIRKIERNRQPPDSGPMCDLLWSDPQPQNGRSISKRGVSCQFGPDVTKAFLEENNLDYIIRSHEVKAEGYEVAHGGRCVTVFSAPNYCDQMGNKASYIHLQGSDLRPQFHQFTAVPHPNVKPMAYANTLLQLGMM
* hit, by the source's call; nt = not tested or not shown.

molecule	HCV core dimer	PAFAH2 inh	procasp7 counter	PP1 counter	CTSL1 counter	TPT1 inhibitor	procasp3 activ	AHR act	PP5 primary
CCOc1ccccc1NC(=O)Cn1c(=O)oc2cc(Cl)ccc21	0	-8	4	-2	1	-4	6	0	0.9
COc1ccc(/C=C(\NC(=O)c2ccc(OC)c(OC)c2)C(=O)N2CCN(C)CC2)cc1	-2	8	4	0	0	1	8	0	3.2
O=C(N/N=C/c1ccc([N+](=O)[O-])o1)c1sc2ccccc2c1Cl	4	6	-20	3	6	-7	-10	0	3.2
COC(=O)c1cccc(NC(=O)c2cnoc2C)c1	-3	-3	8	-5	-3	0	7	1	0.5
CCN(CC)Cc1c(O)ccc2c(=O)c(-c3ccccc3OC)coc12	0	7	8	-1	7	0	4	2	1.1
Cc1ccc(NC(=O)c2ccccc2N(C)S(C)(=O)=O)cc1C	-3	0	0	-1	-8	3	7	7	3.1
COCCOC(=O)c1[nH]c2c(c1C)C(=O)CC(c1cc(OC)ccc1OC)C2 (stereo not drawn)	-1	6	6	-2	0	-1	1	25	0.0
O=C(c1cn(-c2ccccc2)nc1-c1ccncc1)N1CCCCC1	4	-35	-2	-3	-2	-1	-7	2	-0.7

Single values from the results shown.
O=C(c1cn(-c2ccccc2)nc1-c1ccncc1)N1CCCCC1 @ AHR act: 2
COC(=O)c1cccc(NC(=O)c2cnoc2C)c1 @ AHR act: 1
CCN(CC)Cc1c(O)ccc2c(=O)c(-c3ccccc3OC)coc12 @ PP5 primary: 1.1

Additional compounds.
molecule	HCV core dimer	PAFAH2 inh	procasp7 counter	PP1 counter	CTSL1 counter	TPT1 inhibitor	procasp3 activ	AHR act	PP5 primary
CC(C)[C@@H](N)C(=O)N/N=C/c1ccc2ncccc2c1	-2	-2	10	-1	1	-1	2	7	0.0
O=C(NCc1ccccn1)c1cc(S(=O)(=O)N2CCN(c3ccccc3)CC2)ccc1Cl	3	2	4	1	1	-1	2	1	3.0
Cc1cccc(NC(=O)Nc2cc(C)cc(C)n2)c1	9	3	-6	0	-1	-3	-7	-5	0.0
CCCCOP(=O)(c1ccc(N(C)C)cc1)C(O)c1ccccc1F (stereo not drawn)	1	-4	-4	-2	3	1	5	2	1.3
CC1(C)C2CCC1(CS(=O)(=O)N1CCCc3ccccc31)C(=O)C2 (stereo not drawn)	4	7	-9	-2	-2	-1	8	4	1.7
COc1ccccc1C(=O)Nc1nnc(-c2ccccc2)s1	-4	3	-2	-2	-1	1	-5	39	0.5
O=C(NCc1cccnc1)C1c2ccccc2C(=O)N1C1CCCCCC1 (stereo not drawn)	-3	4	14	2	-2	0	6	0	0.0
C[C@H](NC(=O)c1nc[nH]c1C(=O)NCCCCCN)C(=O)OCc1ccccc1	0	3	-3	-3	0	-3	4	0	0.1
COc1ccc(NC(=O)c2cnc(SC)nc2C)c(OC)c1	3	3	5	1	0	4	1	35	1.9
O=C(O)c1ccc(-c2ccccc2C(F)(F)F)o1	2	0	0	-1	-2	1	-2	-2	0.1
Cc1cc(/C=C2\C(=N)N3N=C(CC(=O)N4CCOCC4)SC3=NC2=O)c(C)n1Cc1ccccc1	4	nt	2	-2	4	3	5	-2	1.6
O=C(COc1ccccc1Cl)NCc1nc(-c2ccccc2)no1	-1	-7	-6	-7	9	-4	-6	48*	-7.2
COc1cccc(NC(=S)N(CCN(C)C)C(C)c2ccncc2)c1 (stereo not drawn)	-6	-6	-16	-1	-3	-1	-1	-2	0.0
Cc1ccc(-n2cc(CNC(C)c3cnn(C)c3C)c(-c3ccc(F)cc3)n2)cc1 (stereo not drawn)	-4	2	2	0	-6	2	-3	1	3.5
CCCCc1nnc(SCC(=O)NC2CCCCC2)n1C	-2	-5	15	-4	-50	-3	1	23	0.2
NS(=O)(=O)c1ccc(CCNC(=O)CCCn2c(SCC(=O)N3CCCC3)nc3ccsc3c2=O)cc1	-2	-2	2	7	-5	0	6	3	-1.2

Complete entries, quoted from the list. Order of screens: HCV core dimer | PAFAH2 inh | procasp7 counter | PP1 counter | CTSL1 counter | TPT1 inhibitor | procasp3 activ | AHR act | PP5 primary
Cc1cc(/C=C2\C(=N)N3N=C(CC(=O)N4CCOCC4)SC3=NC2=O)c(C)n1Cc1ccccc1 is listed as 4 | nt | 2 | -2 | 4 | 3 | 5 | -2 | 1.6
NS(=O)(=O)c1ccc(CCNC(=O)CCCn2c(SCC(=O)N3CCCC3)nc3ccsc3c2=O)cc1 is listed as -2 | -2 | 2 | 7 | -5 | 0 | 6 | 3 | -1.2

(further entries)
molecule	HCV core dimer	PAFAH2 inh	procasp7 counter	PP1 counter	CTSL1 counter	TPT1 inhibitor	procasp3 activ	AHR act	PP5 primary
COc1ccc(N2CCN(c3ncnc4nc[nH]c34)CC2)cc1	-73	3	2	4	-9	-1	-2	-5	3.3
O=C(Nc1sc2c(c1C(=O)N1CCOCC1)CCCCC2)c1cccnc1	-5	-4	-4	1	19*	-5	-9	7	0.1
CCCCNc1c(-c2ccc(OC)c(SC(C)CC)c2)nc2ccc(C)cn12 (stereo not drawn)	nt	6	13	nt	nt	nt	12	1	nt
Cc1cc2c(cc1C)CSC(c1ccccc1O)SC2	-1	2	-4	2	6	1	-8	0	6.3
Cc1cccc(NC(=S)NNC(=O)CCn2nc(C)c([N+](=O)[O-])c2C)c1	-5	-5	-11	-4	3	-2	-9	3	-2.5
O=C(C[n+]1cc(-c2ccc(Cl)cc2)n2c1CCCCC2)c1ccccc1	-4	0	-1	-2	5	1	10	5	1.2
CN(C)CCNc1ncnc2c1sc1nc(N3CCCC3)c3c(c12)CC(C)(C)OC3	-2	4	-4	1	2	0	6	-1	2.6
O=C1C2C3C=CC(C4CC34)C2C(=O)N1c1nccs1 (stereo not drawn)	3	-2	8	-4	-3	2	0	1	-1.5

Next part, starting with the last 3 of the part before.
molecule	HCV core dimer	PAFAH2 inh	procasp7 counter	PP1 counter	CTSL1 counter	TPT1 inhibitor	procasp3 activ	AHR act	PP5 primary
O=C(C[n+]1cc(-c2ccc(Cl)cc2)n2c1CCCCC2)c1ccccc1	-4	0	-1	-2	5	1	10	5	1.2
CN(C)CCNc1ncnc2c1sc1nc(N3CCCC3)c3c(c12)CC(C)(C)OC3	-2	4	-4	1	2	0	6	-1	2.6
O=C1C2C3C=CC(C4CC34)C2C(=O)N1c1nccs1 (stereo not drawn)	3	-2	8	-4	-3	2	0	1	-1.5
CC(C)c1ccc(-c2c(C#N)c(N)nc3c2CCCCC3)cc1	8	2	2	1	-1	7	8	4	2.0
CCN1CCN(C(=S)Nc2cccc(Cl)c2)CC1	-1	4	2	-2	3	-1	-2	-2	-0.9
CCc1nc2ccccc2n1Cc1ccc(OC)c(OC)c1	5	0	-4	3	3	-7	2	1	0.9
NC(=O)CSc1nnc(-c2cc(-c3ccc(Cl)cc3)nc3ccccc23)o1	-6	-5	4	-6	3	-6	-1	-2	1.6
CCSc1nnc(CNc2ccc(F)cc2)n1CC1CCCO1 (stereo not drawn)	-5	-17	1	2	0	-5	4	0	1.8
O=C(CNC(c1ccccc1)c1ccccc1)Nc1ccccc1Br	8	6	8	1	4	-3	-2	0	0.5
O=C(N/N=C/c1nn(-c2ccccc2)cc1-c1ccccc1)c1ccncc1	4	-11	5	5	2	0	-13	-2	4.2
CC(=O)NS(=O)(=O)c1ccc(NC(=O)CCc2ccccc2)cc1	-5	-3	1	-3	-5	-3	6	5	0.9
COc1ccc(/C=C2\SC(=S)N(CCCC(=O)Nc3ccc(O)cc3)C2=O)cc1	6	-5	-9	-3	0	-1	-9	-6	0.7
Oc1ccc(N=Nc2ccc3c(c2)OCCO3)c2ncccc12	-3	-2	15	16*	-2	-2	11	13	2.9
Cc1cccc(CSc2ncnc3ccccc23)c1	4	3	7	0	2	-3	2	8	-3.7
O=C(NCc1ccco1)c1ccc(COCC(F)(F)C(F)F)cc1	-2	-5	7	-1	3	-9	-3	-1	1.5
COc1ccc(-c2cc(CNS(=O)(=O)c3ccc(F)cc3)on2)cc1	1	1	-7	1	1	-4	-5	2	-0.7
O=C(CCC(=O)Nc1ccc(Cl)cc1Cl)NNC(=O)[C@@H]1CCCC[C@@H]1C(=O)O	-4	-5	11	0	-4	3	-9	1	2.6
Cc1cc(N2CCCC2=O)cc(C)c1S(=O)(=O)Nc1c(C)nn(C)c1C	-3	9	1	-3	-4	4	1	2	1.1
CC(CCc1ccccc1)NC(=O)C1CCN(S(=O)(=O)N2CCOCC2)CC1 (stereo not drawn)	5	2	8	1	-3	2	8	-3	1.0
Cc1nc(CN2CCC(c3ccccc3)CC2)cc(=O)[nH]1	1	nt	15	0	0	2	6	0	-0.2
O=C(CSc1nnc2ncccn12)N1CCCCCC1	2	-10	-8	2	2	1	3	3	-5.3
COc1ccc2c(c1)CCc1c(C(=O)Nc3c(C)nn(Cc4ccccc4)c3C)noc1-2	12	-4	6	3	-1	-6	10	-1	5.6
CCCCCCSc1ccc([C@@H]2[C@@H]3C(=O)N(CC)C(=O)[C@@H]3[C@]3(C(=O)OC)CCCCN23)cc1	nt	-1	2	nt	nt	nt	-2	1	nt
COc1ccc(C)cc1NC(=O)COC(C)=O	-7	-2	-4	0	-3	-1	-1	2	2.9

Not a hit list (roughly 5.6% active in at least one column).
